Bioassay records as filed in PubChem BioAssay.
TSHR antag: Antagonists of the Thyroid Stimulating Hormone Receptor: HTS campaign. 0.2% of 330,000 active. Thyrotropin receptor (Homo sapiens), P16473. TSHR-expressing cells, TSH-stimulated cAMP HTRF, 2 h; hits give low values. activity change, negative = inhibition, % at 11.5 µM;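 active means activity change below a set negative limit, meaning inhibition stronger than a set level, cut at about -70% in these data; inconclusive means activity change between two set negative limits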; further: on the % scale 0 is the no-effect control and ±100 the full control effect
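TSHR-expressing cells were treated with compounds, then stimulated with TSH at EC80 (4nM final) for 2 hours at 37 deg C. Cellular cAMP was measured by HTRF competition between lysate cAMP and cAMP-d2 for a cryptate-labelled anti-cAMP antibody.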
KCNH2 WT inh: qHTS for Inhibitors of KCHN2 3.1: Wildtype qHTS; activity change, % at 1.84 µM; U2OS, BacMam KCNH2, thallium flux FluxOr; hits give low values; 0.37% of 340,000 active; Voltage-gated inwardly rectifying potassium channel KCNH2 (Homo sapiens), Q12809;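 active means maximum activity change below -70%; inconclusive means maximum activity change between -70% and -50%; inactive means maximum activity change above -50%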; further: on the % scale 0 is the no-effect control and ±100 the full control effect
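U2OS cells were transduced with wild-type KCNH2 virus (2.03 x 10^8 / mL) for 4 h at room temperature, then cultured overnight at 37 C. Thallium flux was read with FluxOr dye. Rate constants were normalized to DMSO controls.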
Tb PFK inh: qHTS Assay to Find Inhibitors of T. brucei phosphofructokinase | T. brucei PFK, ADP-Glo luminescence | Potency, µM (doses to about 57.5 µM), without a hit: top-dose activity, negative = inhibition, most hits filed as inhibitors | 0.17% of 330,000 active | AID 485367, 2010;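 further: potency means the concentration at half of the fitted maximal effect; 0% = uninhibited 1x PFK enzyme wells and -100% = no-enzyme wells; nearly all actives have a fitted effect of over 60% in size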
Target sequence (O15648 whole entry, looked up): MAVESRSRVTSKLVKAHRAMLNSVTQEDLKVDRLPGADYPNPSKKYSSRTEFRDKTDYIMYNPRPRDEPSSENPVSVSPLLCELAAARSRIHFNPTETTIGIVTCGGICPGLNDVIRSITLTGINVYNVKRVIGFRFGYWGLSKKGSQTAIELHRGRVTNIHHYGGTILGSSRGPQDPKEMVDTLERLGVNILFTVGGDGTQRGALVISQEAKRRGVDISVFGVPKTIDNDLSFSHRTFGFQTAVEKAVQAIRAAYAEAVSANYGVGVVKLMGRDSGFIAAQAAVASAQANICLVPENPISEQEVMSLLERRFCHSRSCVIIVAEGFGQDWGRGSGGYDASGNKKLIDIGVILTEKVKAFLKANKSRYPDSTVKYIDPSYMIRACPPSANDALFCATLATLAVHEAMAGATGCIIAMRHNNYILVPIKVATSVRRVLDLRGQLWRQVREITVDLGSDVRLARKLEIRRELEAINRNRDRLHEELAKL
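Compounds were pin-transferred as a titration series up to 57 uM into substrate buffer (0.5 mM F6P, 0.1 mM ATP, pH 8.0), then 1.25 nM PFK was added and reactions ran 45 min before ADP-Glo detection.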
TCR activator: Activators of T cell receptors: qHTS campaign | primary human leukocytes, anti-CD3, IL-2 HTRF, 48 h | Potency, µM (doses to about 9.22 µM), without a hit: at the top dose activation of IL-2 secretion, usual class: activators | 330,000 tested, under 10 active | AID 504894, 2011; further: % of control where 0% means no effect
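Primary human leukocytes were stimulated with a-CD3 beads plus compounds for 48 hr without co-stimulation; secreted IL-2 was quantified by HTRF using a-IL-2-K (europium cryptate) and a-IL-2-d2, excited at 320nm with acceptor emission read at 665nm.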
GALK inh: qHTS Assay for Inhibitors of Human Galactokinase (GALK) | P51570 | 0.007% of 270,000 active | Purified GALK, Kinase-Glo residual ATP luminescence | AID 1868, 2009 | Potency, µM (highest dose often 57.5 µM), without a hit: at the top dose activity change, negative = inhibition, hits mostly inhibitors; further: potency means the concentration at half of the fitted maximal effect; on the % scale 0 is the no-effect control and ±100 the full control effect
Target sequence (P51570 whole entry, looked up): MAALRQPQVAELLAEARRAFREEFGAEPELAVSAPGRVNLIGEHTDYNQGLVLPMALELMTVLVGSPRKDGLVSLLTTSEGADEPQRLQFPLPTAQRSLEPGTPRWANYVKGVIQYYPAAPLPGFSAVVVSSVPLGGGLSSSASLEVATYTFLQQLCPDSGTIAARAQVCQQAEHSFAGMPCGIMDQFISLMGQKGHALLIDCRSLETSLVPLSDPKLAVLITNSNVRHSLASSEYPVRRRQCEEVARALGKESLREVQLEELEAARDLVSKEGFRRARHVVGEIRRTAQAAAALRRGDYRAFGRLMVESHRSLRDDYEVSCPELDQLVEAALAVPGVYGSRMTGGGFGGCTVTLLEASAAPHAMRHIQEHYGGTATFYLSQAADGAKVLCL
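GALK at 5 nM final was combined with compound, 35 uM ATP and 100 uM galactose in HEPES pH8.0 with MgCl2 and DTT. The reaction ran one hour at room temperature before luminescent ATP detection.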
BCR signal inh: qHTS Assay to Find Inhibitors of Chronic Active B-Cell Receptor Signaling; ABC-DLBCL IkBa-CBG/CBR reporter, luminescence ratio, 4 h; Potency, µM (titrated, usually from 46.1 µM), inactives show top-dose ratio change, negative = lower green/red ratio, usual class: inhibitors; 0.05% of 340,000 active; AID 493014, 2011; active means well fitted inhibition curve with a large enough effect in the signal ratio, with a control signal flat, not every such curve was filed as active; inconclusive means small, poorly fitted or top-dose-only effect, or effect the other way, or a change in a side signal; the % refers to the signal ratio;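 further: potency means the concentration at half of the fitted maximal effect; plate controls were basal doxycycline-induced cells for no effect and cells given 10 µM MG132 for full effect; MG132 reads +100%, hits lower the ratio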
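TMD8 ABC-DLBCL cells carrying doxycycline-inducible green luciferase fused to IkappaBalpha plus unfused red luciferase were exposed to compounds (up to 46 uM) for 4 hrs at 37C. Activity came from the overlap-corrected green/red luminescence ratio.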
Giardia kill: Small Molecules that selectively kill Giardia lamblia: qHTS; AID 540267, 2011; activity change, % at 7.66 µM, hits read low; 0.15% of 340,000 active; Giardia lamblia trophozoite viability; in the data active means activity change below about -80%; inconclusive means between about -30% and that limit;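 further: parasites exposed to compound for two days anaerobically before the ATP read; on the % scale 0 is the no-effect control and ±100 the full control effect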
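Giardia trophozoites, 100 cells per well, were exposed to compounds for 48 hrs at 37 deg C under anaerobic conditions; viability was then read as ATP content by bioluminescence after 15-30 min at room temperature.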
MLL CXXC-DNA inh: qHTS Fluorescence Polarization Assay for Inhibitors of MLL CXXC domain - DNA interaction; 0.037% of 290,000 active; Histone-lysine N-methyltransferase 2A (Homo sapiens), Q03164; MLL-CXXC / FITC-HOXA9 DNA fluorescence polarization; Potency, µM (series often up to 115 µM), for inactives: at the top dose activity change, negative = inhibition, hits mostly inhibitors; active means well fitted inhibition curve with a large enough effect in the polarisation, with a control signal flat, not every such curve was filed as active; inconclusive means small, poorly fitted or top-dose-only effect, or effect the other way, or a change in a side signal; inactive means no such curve, though single readings can be large or run the other way; the % refers to the polarisation; further: potency means the concentration at half of the fitted maximal effect
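Purified MLL-CXXC (added from a 7 uM solution) was preincubated 5 min at ambient with pinned compounds in 50 mM Tris-HCl pH 7.5, 50 mM NaCl, 1 mM DTT, 0.05% BSA. Fluorescein-labeled HOX-A9 DNA (50 nM solution) followed, 30 min, then polarization read.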
AT treatment: qHTS Assay for Identifying a Potential Treatment of Ataxia-Telangiectasia. 0.19% of 320,000 active. […] A-T fibroblasts, KAP-1 phosphorylation AlphaLISA; neocarzinostatin DNA damage 30 min before lysis. Potency, µM (highest dose often 57.5 µM), without a hit: top-dose activation, hits mostly activators. AID 485349, 2010; further: potency means the concentration at half of the fitted maximal effect; % of control where 0% means no effect; nearly all actives have a fitted effect of over 45% in size
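ATM-like activity read as KAP-1 phosphorylation via AlphaLISA donor/acceptor antibody pairs after lysis and 6 hr at 25C. Cells were ATM-null patient fibroblasts ([…], hTERT), dosed 60 min, then exposed to the DSB inducer NCS for 30 min.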
FBPA coupling cs: qHTS Assay for Inhibitors of Fructose-1,6-bisphosphate Aldolase from Giardia Lamblia: Coupling assay counterscreen; coupling enzyme system counterscreen, AmpLite Red fluorescence; 0.67% of 290,000 active; activity change, negative = inhibition, % at 58.2 µM, hits read low; in the data active means activity change below about -30%; further: on the % scale 0 is the no-effect control and ±100 the full control effect
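Activity here indicates interference with the coupling reaction, not aldolase inhibition. Compounds at 57.5 uM final met coupling enzymes for 10 min at RT; substrate and AmpLite Red detection followed, with a 525/598 nm fluorescence read after 20 min.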
The depositor's hits bear a star; & = joins results of further samples; [ ] = remark or other dose. Unless noted, the call rests on the fitted dose curve; in most records, active means well fitted curve in the direction sought with a large enough effect; inconclusive means small, poorly fitted or top-dose-only effect, or another doubt; inactive means no such curve, though single readings can be large; an effect the other way counts as inactive or inconclusive.

`Cc1cccn2c(=O)c3cc(C(=O)NCCc4ccccc4)c(=N)n(CC4CCCO4)c3nc12` (stereo not given) gave TSHR antag -3.1, KCNH2 WT inh 0.5, Tb PFK inh 0.0%, TCR activator -1.1%, GALK inh 13.9%, BCR signal inh 7.7%, Giardia kill 29.6, MLL CXXC-DNA inh -0.1%, AT treatment -12.1% and FBPA coupling cs 0.1.
COC(=O)c1cc(NC(=O)Cc2ccc(OC)cc2)cc(C(=O)OC)c1 was read as TSHR antag 1.1, KCNH2 WT inh -3.9, Tb PFK inh 2.2%, TCR activator -0.5%, GALK inh -2.3%, BCR signal inh inconclusive, Giardia kill -7.5, MLL CXXC-DNA inh 3.2%, AT treatment -0.4% and FBPA coupling cs 0.2.
Screening S=C(NN=C1CCN(Cc2ccccc2)CC1)NC1CCCCC1 returned TSHR antag -0.3, KCNH2 WT inh 5.6, Tb PFK inh -1.6%, TCR activator -0.9%, GALK inh -1.7%, BCR signal inh -28.2%, Giardia kill 7.6, MLL CXXC-DNA inh -5.9%, AT treatment 2.6% and FBPA coupling cs 0.9.
For O=S(=O)(c1ccccc1F)N1CCN(C(=S)NCc2ccccc2)CC1 the results were TSHR antag 4.1, KCNH2 WT inh -21.2, Tb PFK inh 1.7%, TCR activator 0.5%, GALK inh 4.0%, BCR signal inh -5.0%, Giardia kill 0.9, MLL CXXC-DNA inh -1.6%, AT treatment -1.7% and FBPA coupling cs 0.1.
For NC(=S)NNc1ccnc2cc(Cl)ccc12 the results were TSHR antag 17.4, KCNH2 WT inh -3.1, Tb PFK inh -6.9%, TCR activator 7.1%, GALK inh 1.1%, BCR signal inh inconclusive, Giardia kill -2.8, MLL CXXC-DNA inh 10.0%, AT treatment -8.4% and FBPA coupling cs -1.4.
For O=C(Cc1cccs1)NC1CCCC1 the results were TSHR antag 16.9, KCNH2 WT inh 21.9, Tb PFK inh -2.4%, TCR activator 1.3%, GALK inh 3.0%, BCR signal inh inconclusive, Giardia kill 10.9, MLL CXXC-DNA inh -2.9%, AT treatment -5.9%[11.5 µM] and FBPA coupling cs 1.6.
Screening CCOC(=O)N1CCC(N2C(=O)c3ccccc3C2Nc2c(C)cccc2C)CC1 (stereo not given) returned TSHR antag -0.2, KCNH2 WT inh -16.4, Tb PFK inh 0.7%, TCR activator -99.8%, GALK inh 3.1%, BCR signal inh inconclusive, Giardia kill 0.7, MLL CXXC-DNA inh -5.8%, AT treatment 3.1% and FBPA coupling cs -0.9.
For O=C(CBr)Nc1c2c(nn1-c1ccccc1)CSC2 the results were TSHR antag 9.0, KCNH2 WT inh 0.2, Tb PFK inh -3.4%, TCR activator 2.9%, GALK inh 7.1%, BCR signal inh 7.5%, Giardia kill -2.6, MLL CXXC-DNA inh 9.1%, AT treatment 1.0% and FBPA coupling cs 2.1.
For O=C(NCc1ccc2c(c1)OCO2)C1CCC(CNS(=O)(=O)c2ccc(Cl)cc2)CC1 (stereo not given) the results were TSHR antag 6.9, KCNH2 WT inh 25.2, Tb PFK inh 2.5%, TCR activator 3.8%, GALK inh 4.1%, BCR signal inh 4.1%, Giardia kill -9.5, MLL CXXC-DNA inh 31.6%[activator] and FBPA coupling cs 1.5.
For CC1=CC(C)(C)N(C(=O)CN2C(=O)CCC2=O)c2ccccc21 the results were TSHR antag -8.7, KCNH2 WT inh -4.2, Tb PFK inh -1.0%, TCR activator 3.7%, GALK inh -0.2%, BCR signal inh inconclusive, Giardia kill -12.1, MLL CXXC-DNA inh -3.0%, AT treatment -1.2% and FBPA coupling cs -21.2.
`O=C(NCc1ccc(F)cc1)c1cc2c(s1)CS(=O)(=O)C2` gave TSHR antag 2.6, KCNH2 WT inh 0.3, Tb PFK inh -10.1%, TCR activator -0.2%, GALK inh -4.1%, BCR signal inh inconclusive, Giardia kill 4.9, MLL CXXC-DNA inh 1.2% and AT treatment 6.1%.
N=C1C(c2ccccc2)=C(O)CN1c1ccc2c(c1)OCO2 was read as TSHR antag -4.6, KCNH2 WT inh 13.9, Tb PFK inh -7.5%, TCR activator -1.1%, GALK inh 0.2%, BCR signal inh 6.5%, Giardia kill -9.3, MLL CXXC-DNA inh 3.6%, AT treatment -3.9% and FBPA coupling cs -1.1.
CCN1C(=O)c2cccc3c(NC(=O)C(C)(C)C)ccc1c23 was read as TSHR antag -17.1, KCNH2 WT inh 5.1, Tb PFK inh 2.3%, TCR activator 3.8%, GALK inh -3.9%, BCR signal inh inconclusive, Giardia kill -6.2, MLL CXXC-DNA inh 1.5%, AT treatment 3.9% and FBPA coupling cs -5.1.
For COc1ccc(C2C(C)C3(O)CC(C#N)(C(=O)N3)C2(C#N)C#N)cc1 (stereo not given) the results were TSHR antag -3.8, KCNH2 WT inh -7.0, Tb PFK inh 3.4%, TCR activator 10.3%, GALK inh 0.1%, BCR signal inh inconclusive, Giardia kill -17.1, MLL CXXC-DNA inh -2.2%, AT treatment -26.9% and FBPA coupling cs 1.5.
COc1cc(/C=C/C(=O)c2c(O)cc(C)oc2=O)cc(OC)c1O was read as TSHR antag -10.8, KCNH2 WT inh -1.7, Tb PFK inh -3.4%, TCR activator 13.4%, GALK inh 1.6%, BCR signal inh inconclusive, Giardia kill -13.7, MLL CXXC-DNA inh 40.8%[activator] and FBPA coupling cs 0.8&-8.5.
`COc1cccc(NS(=O)(=O)c2cc3c(cc2C)N(C)CCO3)c1` gave TSHR antag -0.5, KCNH2 WT inh -4.6, Tb PFK inh 5.1%, TCR activator 3.9%, BCR signal inh -12.1%, Giardia kill 10.1, AT treatment 8.1% and FBPA coupling cs -0.2.
`O=C(CN1CCOCC1)Nc1ccccc1Cl` gave TSHR antag 4.6, KCNH2 WT inh 0.4, Tb PFK inh -0.4%, GALK inh 0.0%, BCR signal inh -9.0%, Giardia kill 3.3, MLL CXXC-DNA inh -7.4%, AT treatment 3.2% and FBPA coupling cs 1.3.
Cc1cccc(C)c1NC(=O)CSc1nc(C2CC2)nc2ccccc12 was read as TSHR antag -10.4, KCNH2 WT inh -10.8, Tb PFK inh 0.1%, TCR activator -0.7%, GALK inh -1.8%, BCR signal inh -19.9%, Giardia kill 18.2, MLL CXXC-DNA inh -2.8%, AT treatment 11.1% and FBPA coupling cs -0.3.
CN(CC(=O)Nc1ccccc1Cl)C(=O)Cn1cc(C(F)(F)F)cc(Cl)c1=O was read as TSHR antag 12.5, KCNH2 WT inh -10.4, Tb PFK inh 0.5%, TCR activator -10.5%, BCR signal inh 2.2%, Giardia kill 2.4 and AT treatment 6.7%.
Cc1ccc(OCC(O)CN2CCN(CC(O)COC(C)C)CC2)c(C(C)(C)C)c1 (stereo not given) was read as TSHR antag 1.4, KCNH2 WT inh 12.5, Tb PFK inh 9.5%, TCR activator 0.9%, GALK inh -2.6%, BCR signal inh -24.1%, Giardia kill -4.8, MLL CXXC-DNA inh 3.7%, AT treatment -0.9% and FBPA coupling cs 0.5.
For N#Cc1ccc(/C=C2\CCn3c2nc2cc(C(=O)O)ccc2c3=O)cc1 the results were TSHR antag -3.8, KCNH2 WT inh -0.5, Tb PFK inh 5.3%, TCR activator -1.3%, GALK inh 1.8%, BCR signal inh 4.7%, Giardia kill -1.9, MLL CXXC-DNA inh 2.1%, AT treatment -3.2% and FBPA coupling cs 0.1.
C=CCN=C(NC#N)SCc1ccccc1Cl was read as TSHR antag 0.2, KCNH2 WT inh -4.0, Tb PFK inh 1.0%, TCR activator -8.7%, GALK inh 3.2%, BCR signal inh 1.4%, Giardia kill -3.8, MLL CXXC-DNA inh 13.1%, AT treatment 3.0% and FBPA coupling cs 7.5.
CCn1c(SCC(=O)c2ccc(O)c(O)c2)nnc1-c1ccc(C)cc1 was read as TSHR antag -17.8, KCNH2 WT inh 6.9, Tb PFK inh -4.2%, TCR activator 1.5%, GALK inh 3.6%, BCR signal inh inconclusive, Giardia kill -11.7, MLL CXXC-DNA inh -1.9%, AT treatment -7.8% and FBPA coupling cs 1.1.
`Cc1cccc(Nc2nc(N)c([N+](=O)[O-])c(N3CCC(C)CC3)n2)c1` gave TSHR antag 0.4, KCNH2 WT inh 1.1, Tb PFK inh -0.2%, TCR activator -1.2%[46.1 µM], GALK inh 0.2%, BCR signal inh -3.6%, Giardia kill -22.7, MLL CXXC-DNA inh -9.9%, AT treatment 4.9% and FBPA coupling cs -1.1.
COc1cc(C(=O)NC2CC3CCCC(C2)N3C2CC2)cc(OC)c1OC (stereo not given) was read as TSHR antag -2.3, KCNH2 WT inh -10.0, Tb PFK inh 3.8%, TCR activator 1.6%, GALK inh 1.3%, BCR signal inh -1.7%, Giardia kill -2.3, MLL CXXC-DNA inh 10.0%, AT treatment -3.1% and FBPA coupling cs 2.1.
